INS-1E GSIS act: GLuc luminescence reporter in INS-1E cells, primary screen for activators of glucose-dependent secretion of insulin; INS-1E GLuc reporter insulin secretion, 2-3 h; activation, % at 16.6 µM; 0.61% of 370,000 active;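 active means lowest replicate activation of at least 40%, so every replicate reaches that level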;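 further: 0% = median of neutral control wells and 100% = median of IBMX positive control wells; some compounds called inactive have numbers as strong as hits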
ARNT-TACC3 inh: disruptors of ARNT/TACC3 protein interaction, primary screen, biochemical, AlphaScreen, single concentration; Transforming acidic coiled-coil-containing protein 3 (Homo sapiens), Q9Y6A5; AlphaScreen His-ARNT PAS-B/GST-TACC3 binding, luminescence; TACC3 fragment carries E629A point mutation; inhibition, % at 9.99 µM; 0.66% of 390,000 active; AID 623870, 2012;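 active means mean inhibition of replicates at least 50% and at least half of replicates each reaching 50%; inconclusive means half or more replicates reach 50% but mean below 50%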;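 further: 0% = complete ARNT plus TACC3 wells and 100% = ARNT alone without TACC3; many hits fall short of the cut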
F508del corr: F508del CFTR correction, initial screen, CFBE line, single point; 0.36% of 350,000 active; CFBE cells, YFP halide quenching; stimulated with forskolin plus potentiator P3; % fluorescence drop versus neutral controls; activity (quench increase), % at 7.58 µM;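 active means mean added fluorescence quench of at least 8% versus neutral control, with both replicates also reaching 8%; inconclusive means only one of the mean or replicate conditions met; inactive means mean below 8% and not both replicates reaching 8%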;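 further: cells transiently co-express mutant CFTR-F508del with the halide-sensitive YFP; corrector assay measuring rescue of mutant channel to the surface after 24 h compound exposure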
EWS-Fli inh: EWS/Fli-driven NR0B1 reporter inhibitors, primary screen, A673 cells, NR0B1 luciferase, luminescence, MLPCN library; viability-normalised; inhibition, % at 12.6 µM; AID 651661, 2012; 0.67% of 350,000 active;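 active means mean inhibition of at least 50% after viability correction, with every replicate also passing that limit; inconclusive means mean reaches 50% but only one of two replicates passes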;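 further: firefly luciferase signal divided by Alamar Blue viability fluorescence both relative to DMSO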
PAX8 inh HTS: inhibitors of PAX8-driven TPO luciferase reporter, primary screen, RMG-I cells, single concentration. SteadyGlo, 24 h. inhibition, % at 12.6 µM. 1.2% of 360,000 active;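 active means mean replicate inhibition at least 60% with every replicate also reaching 60%; inconclusive means only one of the two criteria is met; inactive means mean below 60% and not all replicates reaching 60%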;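 further: luciferase light reporting Pax8 driven TPO promoter activity; plate controls were median of neutral control wells for no effect and mitoxantrone controls for full effect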
XiGFP reactiv: activators of inactive X chromosome reactivation, primary screen, imaging, XiGFP fibroblasts, GFP high-content imaging, set 2; XiGFP mouse fibroblasts, % GFP-positive cells imaging, 3 d; cells co-treated with 5-aza-dC sensitizer; scaled so ellipticine positive control = 100%; activation, % at 7.58 µM; 0.055% of 360,000 active; AID 743238, 2013;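 active means mean normalized replicate activation at least 10% and every replicate at or above 10%; inconclusive means only one of the two criteria met; inactive means mean below 10% and not all replicates reach 10%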;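 further: 0% = median of on-plate neutral control wells and 100% = ellipticine 6 µM median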
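Material: SV40-immortalized XiGFP fibroblast cells, line 68-5-11 | Buffer or medium: DMEM containing 5-aza-dC | Dosing: One concentration, pinned | Times: 3 d treatment, 15 min room-temperature fixation | Controls: Ellipticine 6 µM positive control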
DENV2 CPE rescue: inhibitors of DENV2 cytopathic effect, primary screen, cell-based, plate reader, single concentration. DENV2-infected cells, cytopathic effect rescue. CPE inhibition, % at 9.99 µM. 1.7% of 350,000 active. AID 651640, 2012; in the data active means CPE inhibition above about 20%, passing the limit was not always enough; inconclusive means no clear call, values can overlap the other calls; tested in BHK-21 cells;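 further: 0% = median of neutral control wells and 100% = median of positive control wells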
ERp5 block: inhibitors of ERp5-driven insulin aggregation, primary screen, biochemical, turbidity, absorbance 650 nm, single point | inhibition, % at 9.99 µM | 90 min | 0.05% of 350,000 active;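 active means mean replicate inhibition above about 25%, with every replicate also reaching it, limit read from the data, passing the limit was not always enough; inconclusive means only one of those two criteria met; inactive means neither criterion met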
Target sequence (Q15084 whole entry, looked up): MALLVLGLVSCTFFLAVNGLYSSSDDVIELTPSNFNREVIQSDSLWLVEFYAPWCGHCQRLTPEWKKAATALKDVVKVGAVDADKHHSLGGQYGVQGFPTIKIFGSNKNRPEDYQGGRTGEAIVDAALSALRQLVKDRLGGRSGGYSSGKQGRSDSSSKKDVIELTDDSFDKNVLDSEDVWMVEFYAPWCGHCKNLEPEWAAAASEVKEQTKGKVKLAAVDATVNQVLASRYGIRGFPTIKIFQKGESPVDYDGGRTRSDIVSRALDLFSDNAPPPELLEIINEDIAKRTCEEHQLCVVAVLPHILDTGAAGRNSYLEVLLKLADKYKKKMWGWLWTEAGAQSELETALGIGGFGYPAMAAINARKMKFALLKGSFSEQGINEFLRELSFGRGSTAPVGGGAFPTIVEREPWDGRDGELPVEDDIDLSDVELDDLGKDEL
Starred values were filed as active, the others as inactive; ? = inconclusive; . = not tested or not shown; & = joins results of further samples.

SMILES | INS-1E GSIS act | ARNT-TACC3 inh | F508del corr | EWS-Fli inh | PAX8 inh HTS | XiGFP reactiv | DENV2 CPE rescue | ERp5 block
CC(=O)N(C)C[C@H]1Oc2ncc(C#Cc3ccncc3)cc2C(=O)N([C@H](C)CO)C[C@@H]1C | 25 | -2 | -1.6 | -9 | . | 0.2 | 1 | 4
CC(C)Cc1cc(C(=O)N2CCCC(CO)(Cc3ccc(F)cc3)C2)no1 (stereo not drawn) | -19 | 3 | 0.4 | . | 1 | 0.1 | 3 | 3
CC1=C(C(=O)OC2CCCCC2)C(c2cccs2)n2c(nc3ccccc32)N1 (stereo not drawn) | 2 | -4 | . | . | 10 | -0.1 | . | .
CN(CCc1nc2ccccc2[nH]1)Cc1nc(CC2CC2)no1 | -1 | 1 | -0.2 | 4 | 7 | 0.3 | 10 | 0
COc1ccc(S(=O)(=O)Nc2cccc3c2O[C@H](CN(C)S(C)(=O)=O)[C@H](C)CN([C@H](C)CO)C3=O)cc1 | -13 | 9 | -0.6 | 1 | . | -0.1 | 2 | -1
CCCNC(=O)C1(C)CCN(C(=O)COCc2ccccc2)C1 (stereo not drawn) | 12 | . | -0.6 | 4 | . | 0.3 | -1 | -1
CCc1ccc(NC(=O)CSc2nccn(-c3ccc4c(c3)OCCO4)c2=O)cc1 | -27 | -5 | 5.3 | 3 | -19 | 0.0 | -3 | 5
COc1cccc(S(=O)(=O)N[C@@H]2C=C[C@@H](CC(=O)NCc3ccc(Cl)cc3)O[C@@H]2CO)c1 | -2 | -5 | 5.1 | -6 | 19 | 1.2 | 7 | 7
C#CCN([C@H](/C=C/C1CC1)[C@@H](O)Cc1ccccc1)[C@@H]1C(=O)N2[C@@H]1SC(C)(C)[C@@H]2C(=O)OC | . | . | 0.8&-1.4 | 8&0 | 6&-1 | . | 17&-1 | 1&-3
CC(CCc1ccc(O)cc1)NCc1ccc(Br)cc1 (stereo not drawn) | 1 | 4 | 0.8 | 20 | -5 | 0.0 | 2 | 2
O=C(NCC1CCCO1)C(=O)N/N=C\c1ccc2c(c1)OCO2 (stereo not drawn) | 4 | -5 | 0.2 | 3 | 6 | 0.0 | 0 | 2
N=c1sccn1CC(=O)Nc1cccc(Oc2ccccc2)c1 | 5 | 11 | . | . | 4 | . | . | -2
COc1ccc2c3c([nH]c2c1)[C@@H](CO)N(C(=O)NC(C)C)CC31CN(C(=O)NC(C)C)C1 | 4 | . | 1.3 | -12 | . | 0.4 | 47* | 1
CCc1cccc(C)c1NC(=O)COC(=O)C(NS(=O)(=O)c1ccc(Cl)cc1)C(C)O (stereo not drawn) | -4 | -5 | 1.5 | 3 | -10 | 0.0 | -2 | 5
CCn1ccnc1CN1CCc2c([nH]c3ccccc23)C1C1CCCCC1 (stereo not drawn) | 2 | 2 | 1.9 | 3 | -11 | 0.0 | -8 | -3
C[C@@H]1CN([C@@H](C)CO)C(=O)c2cccc(NC(=O)CCCCCC(=O)Nc3ccccc3N)c2O[C@H]1CN(C)CC1CC1 | 0 | . | -6.6 | -3 | 35 | -0.1 | 15 | -1
O=C(C(=O)N1CCC(CNC(=O)c2cccnc2Cl)CC1)c1cc2ccccc2o1 | . | . | -0.5 | -7 | 4 | 0.1 | -7 | 3
O=C(C[C@@H]1C[C@H]2c3cc(NC(=O)NC4CCCC4)ccc3O[C@H]2[C@@H](CO)O1)NCCc1ccccc1 | -6 | -9 | -1.9 | 2 | -6 | 0.0 | 0 | 0
CCCCN(C(=O)COC(=O)CSc1cc(C)c2ccccc2n1)c1c(N)n(CCC)c(=O)[nH]c1=O | -25 | -3 | -1.4 | . | -6 | 0.2 | -3 | 3
O=C(Nc1cccc(F)c1)N1CCCCN2[C@H](C1)[C@@H](c1ccc(C#Cc3ccccc3)cc1)[C@@H]2CO | 1 | -8 | 4.4 | 11 | -57 | -0.1 | -12 | -5
CC(C)(C)S(=O)N1Cc2cc(C(=O)NCc3ccc4c(c3)OCO4)nc(-c3cccc(-c4cc5ccccc5o4)c3)c2[C@H]1CCO (stereo partly drawn) | 2 | . | 4.3 | 3 | -1 | 0.0 | 1 | -6
c1ccc(CCCCc2ccccn2)cc1 | 16 | -10 | 1.4 | -83 | -135 | 0.0 | -7 | 2
CCCNC(=O)N(C)C[C@H]1Oc2cc(-c3ccccc3)ccc2S(=O)(=O)N([C@H](C)CO)C[C@@H]1C | -4 | 4 | -1.2 | -5 | -14 | 0.2 | ? | 1
CCOC(=O)N1CCN(CC(=O)Nc2ccc(C)cc2)CC1 | -8 | -3 | -3.1 | 6 | . | . | 9 | 0
O=C(CNc1ccc2c(c1)OCO2)N/N=C\c1ccccc1Cl | -1 | . | . | . | -19 | 0.4 | 8 | 1
Cc1ccc(C(=O)NCC(=O)OCN2C(=O)c3ccccc3C2=O)cc1C | 1 | . | -0.1 | 8 | 0 | 0.1 | 12 | 0
CCCNC(=O)NC(=O)CSc1nnc(-c2ccncc2)n1CC | 3 | -11 | 2.7 | -4 | . | . | -7 | -2
CCC1CN(C(=O)NCc2ccccc2)c2cc(C)ccc2O1 (stereo not drawn) | -27 | -10 | 1.9 | 16 | -22 | -0.1 | -6 | 0
O=C(c1cc(S(=O)(=O)N2CCCCC2)ccc1N1CCOCC1)N1CCN(Cc2ccccc2)CC1 | . | 0 | -0.2 | -5 | 4 | 0.0 | -2 | 4
CCC(C)N(C(=O)c1csnn1)C(C(=O)NCc1ccc(F)cc1)c1ccccc1 (stereo not drawn) | -39 | 1 | 0.3 | 6 | 15 | -0.1 | -1 | 1
CC(=O)C1C(c2ccc(Cl)cc2)NC(=O)NC1(O)C(F)(F)F (stereo not drawn) | 5 | 2 | 1.6 | -4 | 5 | 0.3 | -3 | 5
N#Cc1ccccc1NC(=O)CN1CCN(c2ccccn2)CC1 | 10 | -1 | 3.7 | -2 | 26 | 0.0 | 0 | 1
CCC(=O)NC(c1ccco1)c1cc(Cl)c2cccnc2c1O (stereo not drawn) | 8 | -2 | -2.7 | 19 | 85* | 0.3 | 6 | -3
Fc1ccc(Nc2nc(NCc3ccccc3)nc3ccsc23)cc1 | . | . | -7.9 | -3 | -1 | -0.1 | 4 | 0
O=C(CC(=O)c1ccccc1)Nc1cc(C(F)(F)F)ccc1Cl | 4 | -4 | 0.5 | -8 | 31 | 0.0 | -8 | 2
CCCCn1nc(C(=O)Oc2ccc3c(C)cc(=O)oc3c2)c2ccccc2c1=O | 5 | -2 | . | . | -6 | 0.1 | 4 | -1
O=C1C=C(NCc2ccc(Cl)cc2)CCC1 | 26 | -3 | -2.6 | 3 | -6 | 0.4 | . | .
CN(C)S(=O)(=O)N1CCC(Oc2cccc(C(=O)NCCC3=CCCCC3)c2)CC1 | -40 | -4 | 0.2 | -1 | 11 | 0.1 | 10 | -20
CC[C@]12c3[nH]c4ccccc4c3CCN1C(=O)C(CC(=O)NCC13CC4CC(CC(C4)C1)C3)C[C@@H]2C(=O)N1CCN(C(=O)c2ccco2)CC1 (stereo partly drawn) | -6 | -4 | 2.0 | -2 | 12 | 0.2 | 9 | 4
Cc1ccc(C(=O)Oc2ccc(-c3nnco3)cc2)o1 | -8 | 4 | -7.2 | -1 | -17 | 0.0 | -1 | -9
C[C@@H]1CCCCO[C@@H](CN(C)S(=O)(=O)c2cccs2)[C@H](C)CN([C@@H](C)CO)C(=O)c2cc(NC(=O)c3ccccc3)ccc2O1 | -9 | -5 | -1.8 | 10 | -3 | 0.0 | 8 | .
CC(C(=O)Nc1nnc(C2CC2)s1)N1C(=O)C2CC=CCC2C1=O (stereo not drawn) | 1 | 11 | 4.3 | -1 | 7 | 0.1 | 6 | 1
O=C(C1CCC1)N1C[C@@H]2[C@H](c3ccccc31)[C@H](CO)N2C(=O)c1ccccc1F | 14 | -6 | -5.6 | 7 | 5 | 0.0 | 10 | 3
Cc1ccc(NC(=O)C(=O)NCC2CCN(C(=O)c3cccc([N+](=O)[O-])c3)CC2)cc1 | 16 | 2 | 1.5 | -1 | 30 | 0.1 | . | 5
CCc1nc(-c2ccccc2)c2ccccn12 | 3 | -9 | -2.8 | 7 | 3 | -0.1 | 0 | 3

Compound profiles, as listed above. Order of screens: INS-1E GSIS act, ARNT-TACC3 inh, F508del corr, EWS-Fli inh, PAX8 inh HTS, XiGFP reactiv, DENV2 CPE rescue, ERp5 block
N#Cc1ccccc1NC(=O)CN1CCN(c2ccccn2)CC1 reads 10, -1, 3.7, -2, 26, 0.0, 0, 1
Cc1ccc(C(=O)Oc2ccc(-c3nnco3)cc2)o1 reads -8, 4, -7.2, -1, -17, 0.0, -1, -9
CCCCn1nc(C(=O)Oc2ccc3c(C)cc(=O)oc3c2)c2ccccc2c1=O reads 5, -2, ., ., -6, 0.1, 4, -1
O=C1C=C(NCc2ccc(Cl)cc2)CCC1 reads 26, -3, -2.6, 3, -6, 0.4, ., .

Continuation:
SMILES | INS-1E GSIS act | ARNT-TACC3 inh | F508del corr | EWS-Fli inh | PAX8 inh HTS | XiGFP reactiv | DENV2 CPE rescue | ERp5 block
O=C(C[n+]1cccc(C(=O)Nc2ccccc2)c1)c1ccc(Cl)cc1 | -2 | . | -2.2 | -8 | -12 | 0.1 | ? | 1
C=CCN1C(=O)S/C(=C\c2ccc3c(c2)n(C)c(=O)n3C)C1=O | 21 | -5 | 0.9 | -55 | -32 | 0.0 | 5 | -1
C/C(=N\Nc1nc(C(C)(C)C)cs1)c1ccccc1 | -8 | 4 | ? | -78 | -137 | 0.1 | -8 | -1
CC(C)C(=O)NNC(=O)C1CC1(c1ccccc1)c1ccccc1 (stereo not drawn) | 0 | 9 | -1.3 | 6 | 9 | 0.0 | 2 | 1
COc1cccc(Nc2nc(C(N)Cc3ccc(C(F)(F)F)cc3)cs2)n1 (stereo not drawn) | . | . | 2.7 | 19 | 30 | 0.0 | 6 | 3
Cc1ccc(S(=O)(=O)N2CCC(=O)N(CCOCc3cccc(F)c3)CC2)cc1 | -15 | -1 | -1.2 | 5 | 9 | -0.2 | -7 | 9
COc1cc(-c2nnc(-c3cc(-c4ccccc4)nc4ccccc34)o2)cc(OC)c1OC | 8 | 3 | -1.1 | 5 | 9 | 3.9 | -4 | 16
c1ccc(C2=NNC(c3ccccn3)=NN2)nc1 | 4 | . | 0.8 | -42 | -100 | 0.2 | 0 | 4
CN(C)CCNC(=O)COc1cccc2c1OC(C)(C)C2 | -14 | 0 | -3.2 | 0 | 4 | -0.1 | 16 | 1
COc1ccc(OC)c(/C=C/C(=O)NCCc2nc3ccccc3[nH]2)c1 | . | -8 | 3.2 | 9 | 9 | 0.0 | -8 | 6
COc1ccc(CCC(C)N(C)Cc2ccccc2)cc1 (stereo not drawn) | 12 | -7 | 0.4 | 5 | -32 | 0.2 | 4 | 1
O=C(C[C@@H]1CC[C@H](NC(=O)Nc2ccc(C(F)(F)F)cc2)[C@@H](CO)O1)NCc1ccccn1 | 2 | -6 | 3.4 | -6 | -4 | -0.2 | 3 | 1

Source: PubChem
